Screening data from PubChem BioAssay.
Mdm2-MdmX inh: inhibitors of human Mdm2-MdmX association, primary screen, cell-based, luminescence, split luciferase, SaOS-2, uHTS. SaOS-2 split-luciferase Mdm2/MdmX complementation. inhibition, % at 8 µM. actives 3% (n = 330,000). AID 485346, 2010;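 active = inhibition of at least 50% at 8 µM in the primary screen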
UPR XBP1 act: activators of adaptive XBP1 UPR arm, primary screen, cell-based, CHO-XBP1 luciferase reporter, luminescence, uHTS | IRE1-XBP1 UPR activation; percent of tunicamycin response, DMSO as zero | activation, % at 20 µM | actives 0.33% (n = 330,000);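 active = versus positive control, 20 µM dose yields 30% or more activation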;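 also: 100% = tunicamycin at 10 µg/mL and 0% = DMSO only wells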
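incubation = overnight seeding at 37 °C, 6 h compound treatment at 37 °C | assay system = CHO-XBP1 cells stably carrying IRE1-XBP1-driven luciferase reporter | input = 1000 cells per well | detection = luciferase luminescence | dosing = single point, 20 µM final compound, 1% DMSO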
tim10-1 inh: growth inhibitors of tim10-1 mutant yeast, primary screen, luminescence, uHTS; S. cerevisiae tim10-1 ts strain growth, BacTiter-Glo, 24 h; actives 2.2% (n = 330,000); inhibition, % at 20 µM;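 active = inhibition of at least 40%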;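 also: mutant grown at 25 °C; 0% = DMSO wells with yeast and 100% = wells holding no yeast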
TIM10 inh: growth inhibitors of isogenic TIM10 control yeast, primary screen, counter-screen for tim10-1 yeast inhibitor project, luminescence, uHTS; S. cerevisiae TIM10 strain growth, BacTiter-Glo luminescence, 24 h; actives 1.4% (n = 330,000); inhibition, % at 10 µM;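 active = inhibition of 40% or more at the single tested concentration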;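 also: wild-type TIM10 isogenic control strain grown at permissive 25 °C; 0% = DMSO yeast wells and 100% = minimal medium wells without yeast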
CXCR6 inh: CXCR6 receptor inhibitors, primary screen, cell-based, beta-arrestin, luminescence, CHO-K1 PathHunter, 1536-well; C-X-C chemokine receptor type 6 (Homo sapiens), O00574; inhibition, % at 20 µM; actives 0.36% (n = 360,000); AID 602244, 2012; in the data active = inhibition above about 34%, passing the limit was not always enough;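 also: antagonist mode with CXCL16 agonist at 10 nM final; 0% = 10 nM CXCL16 with DMSO and 100% = unstimulated wells without agonist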
Target sequence (O00574 whole entry, looked up): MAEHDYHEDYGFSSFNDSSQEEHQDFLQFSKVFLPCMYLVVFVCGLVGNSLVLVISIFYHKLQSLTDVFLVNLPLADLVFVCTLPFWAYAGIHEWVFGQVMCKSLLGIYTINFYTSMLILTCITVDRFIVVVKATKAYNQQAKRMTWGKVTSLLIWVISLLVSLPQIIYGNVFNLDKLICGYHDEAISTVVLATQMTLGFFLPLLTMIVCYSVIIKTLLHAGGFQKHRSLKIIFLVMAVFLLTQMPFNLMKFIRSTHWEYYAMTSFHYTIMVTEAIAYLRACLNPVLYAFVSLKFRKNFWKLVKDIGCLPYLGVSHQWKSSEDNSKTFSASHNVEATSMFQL
APJ agonist: agonists of human apelin receptor APJ, primary screen, CHO-K1 cells, PathHunter beta-arrestin, luminescence. 0% DMSO wells, 100% apelin. activation, % at 20 µM. actives 0.11% (n = 330,000). AID 2520, 2010;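 active = activation more than six SD over the plate average, tested at 20 µM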;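 also: 0% = DMSO alone and 100% = apelin-13 at 10 nM; some results filed as inactive read as strong as hits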
Target sequence (P35414 whole entry, looked up): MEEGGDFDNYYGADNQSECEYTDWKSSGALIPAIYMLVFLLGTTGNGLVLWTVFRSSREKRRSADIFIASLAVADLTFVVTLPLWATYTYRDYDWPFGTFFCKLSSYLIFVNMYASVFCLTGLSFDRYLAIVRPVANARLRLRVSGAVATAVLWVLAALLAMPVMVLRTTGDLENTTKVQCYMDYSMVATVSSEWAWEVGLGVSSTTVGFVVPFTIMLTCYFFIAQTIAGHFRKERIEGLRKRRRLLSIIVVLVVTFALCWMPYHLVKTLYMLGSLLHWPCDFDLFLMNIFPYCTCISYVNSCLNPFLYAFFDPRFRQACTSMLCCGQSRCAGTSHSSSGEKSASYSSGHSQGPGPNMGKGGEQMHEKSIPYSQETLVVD
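assay system = CHO-K1 APJ beta-arrestin complementation cell line | input = cell density 1000 per well | dosing = compound 20 µM once, DMSO 1% | timing = compound 90 min 25 °C, reagent 1 h | measured by = luminescence from split beta-galactosidase complementation, Galacton Star/Emerald II substrate | read-out basis = APJ agonist activity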
tim23-1 inh: growth inhibitors of tim23-1 mutant yeast, primary screen, luminescence, uHTS | AID 463212, 2010 | actives 1.3% (n = 330,000) | S. cerevisiae tim23-1 growth, BacTiter-Glo luminescence, 24 h | inhibition, % at 20 µM;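 active = growth inhibition of the mutant yeast at or above 50%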;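 also: temperature-sensitive mutant grown at 25 °C; plate controls were DMSO-treated mutant yeast for no effect and medium wells lacking yeast for full effect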
CHOP UPR activ: activators of apoptotic CHOP UPR arm, primary screen, cell-based, CHO-CHOP luciferase reporter, luminescence, uHTS; actives 0.34% (n = 330,000); UPR activation; percent of tunicamycin response over DMSO baseline; activation, % at 10 µM; AID 449763, 2010;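 active = at 10 µM dose, activation of 40% or more, normalized to positive control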;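 also: 100% = tunicamycin at 10 µg/mL and 0% = DMSO alone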
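assay system = CHO CHOP reporter cells | amount = 500 CHO-CHOP cells per well | buffer or medium = F12 with 10% FBS | incubation = 16-18 h cell attachment, then 6 h compound exposure, 37 °C | detection = luminescence read with Steady-Glo | read-out = percent activation relative to tunicamycin control | controls = tunicamycin high control, DMSO low control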
APJ antagonist: antagonists of human apelin receptor APJ, primary screen, CHO-K1 cells, beta-arrestin complementation, luminescence; P35414; inhibition, % at 20 µM; actives 0.32% (n = 330,000); AID 2521, 2010;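 active = inhibition above about 40% at 20 µM, limit read from the data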;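 also: cells challenged with 10 nM apelin-13 agonist together with compound; plate controls were apelin-13 plus DMSO wells for no effect and DMSO wells lacking apelin-13 for full effect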
* marks the source's active call; other numbers are inactive results. Some of the compounds tested, so the mix of outcomes need not match the whole.

1) Cc1ccc(NC(=O)c2ccc(S(=O)(=O)NCC3CCCO3)cc2)cc1C (stereo not drawn)
2) COc1ccc(S(=O)(=O)N2CCN(Cc3cc(OC)c(OC)c(OC)c3)CC2)cc1
3) Cc1ccc(NC(=O)Cn2nnc3ccccc3c2=O)cc1
4) Cc1cc(C)n(C(=O)/C(C#N)=C/N(C)C)n1
5) CC(C)N(C(=O)COC(=O)CNS(=O)(=O)c1ccccc1F)c1ccccc1
6) O=C(C(=O)N1CCN(c2ccccc2F)CC1)c1c[nH]c2ccccc12

screen / no.	1	2	3	4	5	6
Mdm2-MdmX inh	11.5	9.9	-27.9	-2.3	8.7	-14.5
UPR XBP1 act	-3.5	-3.8	2.7	3.2	-3.8	-0.3
tim10-1 inh	4.0	9.3	-14.7	5.9	5.5	36.0
TIM10 inh	-17.8	5.8	-7.6	-7.6	1.6	-2.9
CXCR6 inh	-5.1	-14.8	-0.5	-4.8	-1.9	0.6
APJ agonist	0.8	1.3	3.5	-4.4	-4.1	-1.7
tim23-1 inh	4.9	14.6	-5.2	11.9	3.4	29.9
CHOP UPR activ	2.4	3.8	2.3	-1.7	-1.2	0.4
APJ antagonist	6.9	5.2	6.7	-21.3	4.8	-21.6

7) CNC(=O)c1ccsc1NC(=O)c1ccc(S(=O)(=O)N2CCOCC2)cc1
8) Cc1cc(F)ccc1S(=O)(=O)N1CCCOC1CNC(=O)C(=O)NCC(C)C (stereo not drawn)
9) NC(=O)c1ccsc1NC(=O)C1CCN(S(=O)(=O)c2cccs2)CC1
10) COc1ccccc1NC(=O)C1=C(C)NC(=O)NC1c1ccc(C)cc1 (stereo not drawn)
11) CCN(CC)S(=O)(=O)c1cccc(NC(=O)CC2CCCC2)c1
12) O=C(NCc1cc(C(F)(F)F)cc(C(F)(F)F)c1)C1CC(c2ccc(C(F)(F)F)cc2)=NO1 (stereo not drawn)

screen / no.	7	8	9	10	11	12
Mdm2-MdmX inh	-13.8	13.7	5.7	16.4	-0.4	25.7
UPR XBP1 act	-1.8	-3.3	2.9	-4.9	1.9	0.4
tim10-1 inh	13.5	10.1	6.1	0.6	28.1	4.0
TIM10 inh	14.0	-3.8	0.5	-6.2	21.8	5.5
CXCR6 inh	10.6	-4.3	-1.4	1.8	3.2	6.3
APJ agonist	2.0	9.2	8.0	-0.4	-1.7	5.3
tim23-1 inh	13.3	17.7	11.5	1.5	17.9	22.4
CHOP UPR activ	0.8	-0.8	1.6	1.2	1.7	-0.2
APJ antagonist	5.0	-9.7	9.5	10.1	-1.9	7.1

13) CSc1nc(=O)n2cccc(C)c2n1
14) FC(F)(F)c1ccc(C2[C@H]3CN(Cc4cccnc4)[C@H](c4ccccc4)C34CC2(c2cccnc2)C4)cc1 (stereo partly drawn)
15) C=CCN1C(=O)/C(=c2\sc3nc(=O)c(Cc4ccccc4)nn3c2=O)c2ccccc21
16) NC(=O)c1ccccc1OCC(=O)O
17) COc1cccc(OCC(O)CN2CCOCC2)c1 (stereo not drawn)
18) O=C(CSc1nnc(-c2cccs2)o1)N1CCCCC1

screen / no.	13	14	15	16	17	18
Mdm2-MdmX inh	4.7	44.5	16.4	5.4	21.8	-17.3
UPR XBP1 act	-1.6	10.1	1.2	0.8	2.0	-0.5
tim10-1 inh	10.8	21.7	23.5	-2.1	-9.0	7.9
TIM10 inh	-8.8	22.4	18.4	2.9	-9.6	9.2
CXCR6 inh	0.1	9.5	-8.0	-0.5	-15.5	-3.2
APJ agonist	0.2	10.3	-4.4	0.5	-0.8	-2.5
tim23-1 inh	21.0	18.4	26.7	-2.0	-3.7	16.8
CHOP UPR activ	-1.4	3.4	-0.2	0.2	1.0	1.8
APJ antagonist	13.3	-116.2	7.8	18.5	15.7	12.2

19) CSc1ncc(Cl)c(C(=O)C(C#N)c2nc3c(C)cc(C)cc3c(=O)[nH]2)n1 (stereo not drawn)
20) Nn1c(SCC(=O)Nc2nccs2)nnc1-c1ccco1
21) O=C(CSc1nc(-c2cccs2)cc(C(F)(F)F)n1)NCc1ccccc1
22) CCC1CCCCN1c1nc(-c2ccncc2)nc2ccccc12 (stereo not drawn)
23) C=CCOc1ccccc1CNCCCN1CCOCC1
24) CCOc1ccccc1NC(=O)c1cc(S(=O)(=O)N2CCN(CC)CC2)ccc1Cl

screen / no.	19	20	21	22	23	24
Mdm2-MdmX inh	4.4	16.0	2.5	24.1	-19.7	15.6
UPR XBP1 act	-2.7	3.2	1.2	3.6	-4.0	-6.2
tim10-1 inh	27.9	-1.5	5.9	49.8*	-28.7	8.2
TIM10 inh	7.3	13.0	-14.0	26.5	-126.3	11.2
CXCR6 inh	4.2	0.3	0.8	2.9	4.7	5.1
APJ agonist	0.0	2.6	-3.1	-3.0	1.6	8.2
tim23-1 inh	34.2	11.5	23.3	43.5	-214.8	22.5
CHOP UPR activ	-2.4	-0.4	-1.9	1.5	-0.9	3.2
APJ antagonist	16.3	27.1	-0.5	-0.1	1.9	11.7

25) O=C(NCc1nnc(SCC(=O)N2CCN(c3ccccc3)CC2)o1)c1c(F)cccc1Cl
26) Cc1cc2cc(C(=O)N3CCc4c([nH]c5ccccc45)C3c3ccccn3)ccc2o1 (stereo not drawn)
27) O=C(CCn1c(=O)oc2ccccc21)Nc1nc2ccccc2s1
28) C=CCNC(=S)Nc1ccc(C)cc1[N+](=O)[O-]
29) O=C(c1ccc2noc(-c3ccccc3)c2c1)N1CCN(c2ccccc2)CC1
30) Cc1ccc(S(=O)(=O)N(C)C)cc1NC(=O)c1n[nH]c(=O)c2ccccc12

screen / no.	25	26	27	28	29	30
Mdm2-MdmX inh	14.3	3.4	17.0	-2.0	26.6	7.4
UPR XBP1 act	0.3	5.0	0.0	-2.0	-1.1	0.2
tim10-1 inh	13.2	13.6	-11.1	3.9	17.8	-2.7
TIM10 inh	9.8	1.4	-19.6	-4.2	-3.4	-12.3
CXCR6 inh	-3.6	2.6	1.3	-5.2	-10.2	4.5
APJ agonist	1.1	-5.5	4.4	-2.9	20.7	-2.9
tim23-1 inh	-7.0	45.3	31.8	-4.7	25.5	0.6
CHOP UPR activ	-2.5	-1.4	1.6	1.3	1.0	-1.1
APJ antagonist	7.0	15.8	13.4	-4.0	-50.9	-28.7

31) CC(C)NC(=O)CSc1ccccc1C(=O)N1CCN(S(=O)(=O)/C=C/c2ccccc2)CC1
32) O=C1CSC(c2ccc(Cl)cc2)N1c1cccnc1 (stereo not drawn)
33) COC(=O)c1ccc(NC(=O)COc2coc(CN3CCc4ccccc43)cc2=O)cc1
34) O=C(C1CC1)N1CCCN(C(=O)C2CC2)CC1
35) COCCNC(=O)c1cccc(OC2CCN(Cc3ccc(C(C)C)cc3)CC2)c1
36) CCOc1ccc(N(CC(=O)OC)S(=O)(=O)c2ccc(OC)c(OC)c2)cc1

screen / no.	31	32	33	34	35	36
Mdm2-MdmX inh	-27.4	17.1	32.1	-1.0	24.8	-5.5
UPR XBP1 act	-1.5	-4.4	-2.5	-4.2	0.1	0.5
tim10-1 inh	14.6	-21.9	-5.7	-2.0	14.5	17.5
TIM10 inh	6.1	-11.2	-6.2	-7.8	9.9	0.0
CXCR6 inh	-1.5	4.6	-5.5	7.8	-4.1	-3.6
APJ agonist	-2.1	-2.8	-3.1	-2.3	-1.3	0.8
tim23-1 inh	20.7	-5.8	5.9	0.1	-6.8	8.8
CHOP UPR activ	0.4	0.1	1.8	-2.7	-3.3	-1.4
APJ antagonist	23.1	-11.6	11.0	21.0	-12.0	3.6

37) O=C(NCC1CCNCC1)c1ccncc1
38) Cc1ccc(-n2c(-c3ccccc3)n[nH]c2=S)c(C)c1
39) O=C(CSc1ccc(Cl)cc1)N1CCN(c2ncc(C(F)(F)F)cc2Cl)CC1
40) Cc1c(CN2CCC(CO)(CCOc3ccccc3)CC2)[nH]c2ccc(Cl)cc12
41) Cc1ccc(N/C(=C\C(=O)c2ccccc2)C(=O)O)cc1
42) Cn1c(=O)c2c(nc(OCc3ccc4c(c3)OCO4)n2Cc2ccccc2Cl)n(C)c1=O
43) COc1ccc(N(CC(=O)NCc2cccnc2)S(=O)(=O)c2c(C)nn(C)c2C)cc1
44) COc1cc(C)c(C(=O)CC(=O)c2c(C)cc(OC)cc2C)c(C)c1
45) COc1cc(C)c(C)cc1S(=O)(=O)N1CCCc2ccccc21

screen / no.	37	38	39	40	41	42	43	44	45
Mdm2-MdmX inh	6.3	-15.8	-12.0	89.6*	-9.9	-3.7	31.5	50.7*	-17.3
UPR XBP1 act	-2.2	-1.8	-0.4	26.9	-0.9	0.2	-4.8	-4.3	-5.3
tim10-1 inh	-0.6	10.9	19.2	-37.8	9.6	5.8	-5.1	32.1	2.9
TIM10 inh	-8.6	23.2	18.6	20.9	-23.5	0.0	-7.3	25.2	-6.4
CXCR6 inh	5.4	-14.6	-3.1	-26.3	-0.4	-4.2	-5.0	8.5	10.7
APJ agonist	-1.5	-1.8	-3.7	1.2	-2.8	-1.6	1.8	-2.0	-2.6
tim23-1 inh	8.1	30.4	26.7	13.1	16.5	4.1	7.1	7.2	29.6
CHOP UPR activ	-1.0	0.5	-1.4	1.9	2.1	0.7	-0.9	-1.9	-0.5
APJ antagonist	7.9	-2.5	-7.2	-58.7	-13.3	-5.4	8.4	14.5	9.1

Grouped by structure, the compounds so far with a Cl atom.
19) CSc1ncc(Cl)c(C(=O)C(C#N)c2nc3c(C)cc(C)cc3c(=O)[nH]2)n1 (stereo not drawn)
24) CCOc1ccccc1NC(=O)c1cc(S(=O)(=O)N2CCN(CC)CC2)ccc1Cl
25) O=C(NCc1nnc(SCC(=O)N2CCN(c3ccccc3)CC2)o1)c1c(F)cccc1Cl
32) O=C1CSC(c2ccc(Cl)cc2)N1c1cccnc1 (stereo not drawn)
39) O=C(CSc1ccc(Cl)cc1)N1CCN(c2ncc(C(F)(F)F)cc2Cl)CC1
40) Cc1c(CN2CCC(CO)(CCOc3ccccc3)CC2)[nH]c2ccc(Cl)cc12
42) Cn1c(=O)c2c(nc(OCc3ccc4c(c3)OCO4)n2Cc2ccccc2Cl)n(C)c1=O

screen / no.	19	24	25	32	39	40	42
Mdm2-MdmX inh	4.4	15.6	14.3	17.1	-12.0	89.6*	-3.7
UPR XBP1 act	-2.7	-6.2	0.3	-4.4	-0.4	26.9	0.2
tim10-1 inh	27.9	8.2	13.2	-21.9	19.2	-37.8	5.8
TIM10 inh	7.3	11.2	9.8	-11.2	18.6	20.9	0.0
CXCR6 inh	4.2	5.1	-3.6	4.6	-3.1	-26.3	-4.2
APJ agonist	0.0	8.2	1.1	-2.8	-3.7	1.2	-1.6
tim23-1 inh	34.2	22.5	-7.0	-5.8	26.7	13.1	4.1
CHOP UPR activ	-2.4	3.2	-2.5	0.1	-1.4	1.9	0.7
APJ antagonist	16.3	11.7	7.0	-11.6	-7.2	-58.7	-5.4
